GPT2 inh: Primary qHTS assay for inhibitors of Glutamate pyruvate transaminase 2 (GPT2); Alanine aminotransferase 2 (Homo sapiens), Q8TD30; Recombinant GPT2, coupled pyruvate oxidase/HRP Amplex Red fluorescence; Potency, µM (series often up to 57.7 µM), without a hit: at the top dose activity change, negative = inhibition, actives largely listed as inhibitors; 100,000 compounds, 0.25% hits; note: potency is the fitted concentration of half-maximal effect; nearly all actives have a fitted effect of over 60% in size; many of its hits are not listed in these tables
Target sequence (Q8TD30 whole entry, looked up): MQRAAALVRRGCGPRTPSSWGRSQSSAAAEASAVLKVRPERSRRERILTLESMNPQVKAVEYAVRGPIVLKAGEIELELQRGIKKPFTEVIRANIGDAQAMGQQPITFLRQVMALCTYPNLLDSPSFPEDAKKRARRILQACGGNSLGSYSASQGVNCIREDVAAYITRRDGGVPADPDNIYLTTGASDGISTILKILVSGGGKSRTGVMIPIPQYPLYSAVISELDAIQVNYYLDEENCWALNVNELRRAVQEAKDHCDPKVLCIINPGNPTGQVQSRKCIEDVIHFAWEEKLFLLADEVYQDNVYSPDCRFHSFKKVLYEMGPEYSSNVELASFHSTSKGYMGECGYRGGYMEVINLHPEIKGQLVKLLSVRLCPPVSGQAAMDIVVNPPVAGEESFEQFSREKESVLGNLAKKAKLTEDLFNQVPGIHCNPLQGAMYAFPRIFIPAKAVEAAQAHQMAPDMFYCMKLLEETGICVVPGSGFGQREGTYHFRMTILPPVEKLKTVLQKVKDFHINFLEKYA
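Inhibition is scored from Amplex Red fluorescence generated when pyruvate oxidase and HRP act on pyruvate released by GPT2. Reactions contain 10ng/uL enzyme, 250uM a-KG and 2mM L-alanine and run 30 min at room temperature.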
Luciferase inh: Firefly luciferase inhibition profiling of diverse chemical library using quantitative high-throughput screening | purified P. pyralis luciferase, luminescence, biochemical | AID 1347043, 2019 | Luciferin 4-monooxygenase (Photinus pyralis), P08659 | Potency, µM (doses to about 115 µM), inactives show at the highest dose activity change, negative = inhibition, most hits filed as inhibitors | 76,000 compounds, 2.5% hits; note: potency is the fitted concentration of half-maximal effect; nearly all actives have a fitted effect of over 65% in size
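Purified 10nM P. pyralis luciferase with 10uM D-luciferin and 10uM ATP in 50mM Tris acetate pH 7.5, 10mM Mg acetate, 0.01% Tween-20, 0.05% BSA. qHTS titration; luminescence read by CCD imager.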
3T3 cytotox: Cytotoxic Profiling in NIH 3T3 Cell Line of Diverse Libraries Using Quantitative High-Throughput Screening; AID 1345082, 2018; NIH 3T3 viability, CellTiter-Glo ATP luminescence, 48-72 h; Potency, µM (highest dose often 96.7 µM), for inactives: top-dose activity change, negative = cytotoxicity, most hits filed as inhibitors; 94,000 compounds, 4.3% hits; note: potency is the fitted concentration of half-maximal effect; nearly all actives have a fitted effect of over 55% in size
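Cytotoxicity is measured as loss of cellular ATP: NIH 3T3 cells (400/well) are exposed to compound for 48 or 72 hr at 37 °C, then CellTiter-Glo luminescence is imaged after 10 min at room temperature.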
HEK293 viab: GF-AFC viability counterscreen for inhibitors of alpha-synuclein gene (SNCA) expression. HEK-293-SNCA-luc viability, GF-AFC fluorescence, 24 h. AID 1671193, 2021. 150,000 compounds, 0.12% hits. Potency, µM (series often up to 57.1 µM), for inactives: top-dose activity change, negative = cytotoxicity, most hits filed as cytotoxic;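 note: potency is the fitted concentration of half-maximal effect; 0% = DMSO-treated cells and -100% = medium-only wells without cells; nearly all actives have a fitted effect of over 30% in size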
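Cytotoxicity counterscreen: after 24 h compound treatment of genome-edited SNCA-luciferase HEK-293 cells, live-cell protease substrate GF-AFC read by fluorescence after 30 min; activity scaled between DMSO (0%) and medium-only (-100%), curves Hill-fitted.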
SNCA expr inh: Primary qHTS assay for inhibitors of alpha-synuclein gene (SNCA) expression; HEK-293 SNCA-luciferase knock-in, luminescence, 24 h; Potency, µM (top dose mostly 57.2 µM), for inactives: at the top dose activity change, negative = inhibition, usual class: inhibitors; 140,000 compounds, 0.17% hits;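 note: potency is the fitted concentration of half-maximal effect; plate controls were DMSO cells for no effect and cell-free wells for full effect; nearly all actives have a fitted effect of over 45% in size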
IP6K1 inh: Primary qHTS assay for small molecule inhibitors of Inositol hexaphosphate kinase 1 (IP6K1). Inositol hexakisphosphate kinase 1 (Homo sapiens), Q92551. IP6K1 kinase, ADP-Glo luminescence, 2 h; stronger effect = lower value. activity change, % (series mostly up to about 58 µM). 140,000 compounds, 0.81% hits. AID 1645851, 2021; in the data active = activity change below about -25%
Target sequence (Q92551 whole entry, looked up): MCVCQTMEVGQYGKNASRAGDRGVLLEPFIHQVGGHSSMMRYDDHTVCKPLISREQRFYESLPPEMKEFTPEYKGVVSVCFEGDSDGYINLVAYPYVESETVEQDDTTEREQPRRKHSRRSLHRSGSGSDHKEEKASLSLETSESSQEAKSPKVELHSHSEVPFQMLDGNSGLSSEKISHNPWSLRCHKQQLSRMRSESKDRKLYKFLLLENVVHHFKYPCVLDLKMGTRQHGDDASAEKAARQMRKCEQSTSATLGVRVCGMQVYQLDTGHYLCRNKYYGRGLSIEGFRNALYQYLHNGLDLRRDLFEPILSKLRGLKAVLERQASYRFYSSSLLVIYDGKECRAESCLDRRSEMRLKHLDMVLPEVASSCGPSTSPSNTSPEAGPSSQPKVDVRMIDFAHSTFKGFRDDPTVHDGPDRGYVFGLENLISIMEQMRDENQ
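ADP-Glo luminescence measures ADP made by human IP6K1 during a 2 h RT reaction with ATP/IP6 (mix at 1.3 mM/130 uM); top library doses 57.5 and 19.1 uM final.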
HEK293 tox: Cytotoxic Profiling in HEK 293 Cell Line of Diverse Libraries Using Quantitative High-Throughput Screening; HEK 293 viability, ATP luminescence (CellTiter-Glo), 48-72 h; Potency, µM (doses to about 115 µM), for the others: top-dose activity change, negative = cytotoxicity, usual class: inhibitors; 94,000 compounds, 6.6% hits; note: potency is the fitted concentration of half-maximal effect; nearly all actives have a fitted effect of over 60% in size
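Cytotoxicity was scored by loss of ATP-coupled luminescence (CellTiter-Glo) in HEK 293 cells. Compound treatment ran 48 or 72 hr at 37 degree Celsius, 5% CO2, 95% humidity.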
Active calls of the source: *; i = inactive; ? = inconclusive; · = not tested or not shown; [ ] = remark or other dose. Unless noted, calls come from the whole dose curve; as a rule, active = well fitted curve in the direction sought with a large enough effect; inconclusive = small, poorly fitted or top-dose-only effect, or another doubt; inactive = no such curve, though single readings can be large; an effect the other way counts as inactive or inconclusive. Unless noted, % is set by controls: 0 for no effect and ±100 for the full control effect. This is a subset (hit frequency here may not be typical).

molecule | GPT2 inh | Luciferase inh | 3T3 cytotox | HEK293 viab | SNCA expr inh | IP6K1 inh | HEK293 tox
COc1ccc(C2=NOC3(CCCN([S+](=O)([O-])c4cccs4)C3)C2)cc1 (configuration not stated) | -3% | · | -17% | -16% | 33%[activator] | 2 | ?
CCN1CCC2(CCC1=O)CN(Cc1nnc(-c3cccnc3)o1)CCN2C (configuration not stated) | -5% | 8% | i | 17% | 8% | 0 | 0%
c1ccc(CN2CCC(Oc3cnc4c(ccn4-c4cncnc4)c3)CC2)cc1 | -10%[88.5 µM] | -1%[172 µM] | ? | -20%[87.6 µM] | -8%[87.6 µM] | -4 | 100µM*
CCOC(=O)c1c(C)oc2nc(C)nc(NCC3CCN(Cc4cc(C)ccc4C)CC3)c12 | · | · | · | 11% | 8% | 22 | ·
Cc1c(CC(=O)NCCc2ccccc2)c(=O)oc2c(C)c3occ(C(C)(C)C)c3cc12 | · | · | · | 9% | 0% | -8 | ·
COCCN1C(=O)c2ccccc2C(C(=O)NCCCOC(C)C)C12CCCCC2 (configuration not stated) | i | 5% | -1% | 2% | -1% | 1 | -15%
COc1ccc(CCNC(=O)C(=O)NCC(c2ccco2)S(=O)(=O)c2ccccc2)cc1OC (configuration not stated) | · | · | · | 11% | 1% | -2 | ·
CCc1ccc(-n2c(=O)c3cccnc3n2CC(=O)Nc2cc(OC)ccc2OC)cc1 | · | · | · | -1% | -11% | -10 | ·
CCOC(=O)CC(NC(=O)CCc1c(C)nc2c(c(C)nn2-c2ccc(C)c(C)c2)c1C)c1ccc(C)cc1 (configuration not stated) | · | · | · | 21% | -19% | 11 | ·
O=C(Nc1ccc(F)cc1)C1CC(=O)N(c2n[nH]c3cc(Br)ccc23)C1 (configuration not stated) | i | -2% | -22% | -6% | -1% | -16 | -1%
O=C(Nc1cccc(F)c1)c1oc2ccccc2c1NC(=O)C12CC3CC(CC(C3)C1)C2 | · | · | · | 25% | -3% | -13 | ·
Cc1ccc(NC(=O)C2CCN(S(=O)(=O)c3cccc4nsnc34)CC2)cc1 | · | · | · | -7% | ? | 6 | ·
CC(=O)Nc1ccc(-n2c(CCC(=O)O)ccc2-c2ccc(C)cc2)cc1 | · | · | · | -2% | -17% | 16 | ·
CCOC(=O)C1CCN(S(=O)(=O)c2cc(-c3cc(C)no3)ccc2OC)CC1 | · | · | · | 6% | 12% | 35 | ·
CC(C)CN1C(=O)c2ccccc2C(C(=O)NCc2ccco2)C12CCCC2 (configuration not stated) | 4% | 5% | -10% | -8% | 16% | 7 | ?
CCn1ccc2cc(S(=O)(=O)N3CCC(C(=O)NCc4ccc(F)cc4)CC3)ccc21 | · | · | · | 4% | -27% | -8 | ·
O=C(NCC(F)(F)F)C1CCCCN1Cc1ccc(-c2cccs2)cc1 (configuration not stated) | -7% | · | -2% | 3%[12.5 µM] | -2% | -13 | -6%
CC(OC1OCCN(Cc2n[nH]c(=O)[nH]2)C1c1ccc(F)cc1)c1cc(C(F)(F)F)cc(C(F)(F)F)c1 (configuration not stated) | i | · | · | -25% | · | -14 | ·
CNC(=O)c1cc(C2CC2)nc2onc(C3CCN(C(=O)c4cccnc4)CC3)c12 | · | · | -16% | · | · | -3 | 0%
CN(C)[C@H]1CCCCN(C(=O)c2cccc(-c3cccc(F)c3)c2)C1 | -5% | -9% | ? | 0% | 42%[activator] | -8 | ?

An excerpt from above, reduced to Luciferase inh and IP6K1 inh.
SMILES,Luciferase inh,IP6K1 inh
CCn1ccc2cc(S(=O)(=O)N3CCC(C(=O)NCc4ccc(F)cc4)CC3)ccc21,·,-8
O=C(NCC(F)(F)F)C1CCCCN1Cc1ccc(-c2cccs2)cc1 (configuration not stated),·,-13

Next records follow:
molecule | GPT2 inh | Luciferase inh | 3T3 cytotox | HEK293 viab | SNCA expr inh | IP6K1 inh | HEK293 tox
O=C1CCN(C(=O)C2CCN(S(=O)(=O)c3cccc(F)c3)CC2)CCCCCCN1 | i | 0% | -13% | 3% | -15% | -11 | -2%
CC1=C[C@@H](CNC2CCN(C)CC2)[C@H](C(C)C)C[C@H]1Cc1nc2ccc(F)cc2[nH]1 | i | -8%[172 µM] | ? | 1%[87.6 µM] | 38%[activator][87.6 µM] | 2 | 71µM*
O=C(c1ccc(Cl)cc1)N1CCCN(c2ccnc3ccnn23)CC1 | -7% | · | ? | -1% | 0% | 2 | ?
O=S(=O)(NC[C@@H]1CCNC[C@H]1O)c1ccc(OC(F)(F)F)cc1 | -4% | -5% | ? | 6% | -13% | 10 | ?
Cn1cc(S(=O)(=O)N2CCCCCC2)cc1C(=O)N1CCN(c2cccc(Cl)c2)CC1 | · | · | · | 4% | -12% | -7 | ·
Cc1ccc2nc(N(Cc3cccnc3)C(=O)CCc3ccccc3)sc2c1 | · | · | · | -3% | 9% | 0 | ·
Cc1cc(C)n2c(Nc3ccc4c(c3)OCCO4)c(-c3ccccc3)nc2n1 | · | · | · | -19% | 34%[activator] | 6 | ·
CCOc1ccc(CC(=O)N2CCCN(c3cc(-c4ccc(F)cc4)[nH]n3)CC2)cc1OCC | ? | -5% | -16% | 5% | -21% | 11 | ?
Cc1ccc(S(=O)(=O)Cc2noc([C@@H]3C[C@@H](O)CN3CC3CCCCC3)n2)cc1 | i | -2%[172 µM] | ? | -6%[87.6 µM] | 2%[87.6 µM] | 9 | ?
COc1ccccc1-c1cc(C(=O)NCc2c(C)cc(C)[nH]c2=O)c2c(c1)N(C)CCO2 | -7%[88.5 µM] | 1%[172 µM] | ? | ? | ? | -1 | 89µM*
CN(CC1(C)CCOCC1)C(=O)c1cccs1 | -14% | ? | i | 0% | 16% | 16 | 13%
COc1ccc(CN2C[C@@H](CO)[C@H](c3nc(C)no3)C2)cc1C | 5% | -9% | -15% | -2% | 3% | -11 | -5%
COc1ccc(CN[C@@H]2C=C[C@@H](c3c(C)nn(-c4cccc(Br)c4)c3C)C2)cc1 | 2% | 12% | ? | ? | 14% | -6 | ?
CCC(C)(C)NC(=O)Cn1c(=O)ccc2cc(S(=O)(=O)N3CCC(C)CC3)ccc21 | · | · | · | 1% | 14% | -3 | ·
O=C(c1ccncc1)N1CCCC2(CNc3ncccc3[S+](=O)([O-])N2)C1 (configuration not stated) | · | · | ? | · | · | 0 | 3%
CCCc1noc(-c2cn(C3CCN(C(=O)c4ccsc4)CC3)nn2)n1 | i | 20% | ? | 9% | ? | 0 | ?
O=C(c1ccc(Cl)nc1)N1CCN(C(=O)c2cccc(-c3ccccn3)c2)CC1 | i | · | -28% | -14%[12.5 µM] | 3% | 1 | -10%
CCCC(C)NC(=O)C1CCCN1C(=O)c1cccc(-c2cccnc2)c1 (configuration not stated) | · | · | -27% | · | · | 0 | -17%
Cc1ccc(N2CCN(S(=O)(=O)c3ccc4[nH]c5c(c4c3)CCCCC5)CC2)c(C)c1 | · | · | · | 0% | -15% | -8 | ·
COc1ccc(-c2c3c(=O)n(C)c(=O)n(C)c3c3c(-c4ccccc4)nc4ccccc4n23)cc1 | · | · | · | -2% | 14% | -16 | ·

A second format for part of the listing above:
Cc1ccc(N2CCN(S(=O)(=O)c3ccc4[nH]c5c(c4c3)CCCCC5)CC2)c(C)c1
- GPT2 inh = ·
- Luciferase inh = ·
- 3T3 cytotox = ·
- HEK293 viab = 0%
- SNCA expr inh = -15%
- IP6K1 inh = -8
- HEK293 tox = ·

COc1ccc(-c2c3c(=O)n(C)c(=O)n(C)c3c3c(-c4ccccc4)nc4ccccc4n23)cc1
- GPT2 inh = ·
- Luciferase inh = ·
- 3T3 cytotox = ·
- HEK293 viab = -2%
- SNCA expr inh = 14%
- IP6K1 inh = -16
- HEK293 tox = ·

Further compounds
Values in the order: GPT2 inh | Luciferase inh | 3T3 cytotox | HEK293 viab | SNCA expr inh | IP6K1 inh | HEK293 tox
> CCOc1ccc(NC(=O)CSc2ncc3c(n2)-c2ccc(Cl)cc2N(Cc2ccccc2)S3(=O)=O)cc1
  · | · | · | 2% | -14% | 17 | ·
> COc1ccc(CCNCc2ccc3c(c2)n(C)c(=O)n3C)cc1OC
  · | · | · | ? | 2% | 5 | ·
> O=C(Cc1cccc(F)c1)NC1CCN(c2ccc(F)cc2)C1=O (configuration not stated)
  4% | -9% | -13% | 12% | 18% | -3 | -25%
> COC[C@@H]1CN(C(=O)COc2cccc(C)c2)C[C@H]1c1ccncc1
  i | 3% | -3% | -1% | 24% | -3 | i
> CCNC(=O)c1ccc2nc(Cc3ccccc3)oc2c1
  · | · | · | -8% | 139%[activator] | 10 | ·
> CC(C)c1ccc(CN2CC[C@@H]3OCC(=O)N(Cc4ccccc4)[C@H]3CC2)cc1
  -25%[88.5 µM] | -8%[172 µM] | 35µM* | ? | ? | -4 | 32µM*
> CC(=O)Nc1ccc(CN2CC[C@H](c3nnc(C(C)(C)C)o3)C2)cc1
  i | 9%[172 µM] | -1%[174 µM] | 1%[87.6 µM] | -6%[87.6 µM] | 7 | i
> O=S(=O)(NC[C@H]1OC[C@@H](NCc2ccc(F)cc2)[C@@H]1O)c1ccccc1
  -17%[88.5 µM] | 4%[172 µM] | -3%[174 µM] | -4%[87.6 µM] | 12%[87.6 µM] | 18 | -12%[172 µM]
> CCCC(=O)Nc1cc(C(=O)NCc2ccccc2)ccc1S(=O)(=O)c1ccc(Cl)cc1
  · | · | · | -8% | -10% | -5 | ·
> O=C(c1ccccn1)N1CCC2(CC1)CC(N(Cc1ccccc1)C1CC1)CCO2 (configuration not stated)
  2% | 0% | -3% | 1% | -7% | -7 | ?
> Cc1cc(C)cc(-c2ccc(CN3CCCC3C(=O)N3CCN(C)CC3)cc2)c1 (configuration not stated)
  -3% | · | ? | 2% | -18% | 3 | ?
> CCS(=O)(=O)N1CCC2(CC1)OC(=O)C(C)=C2C(=O)NCc1ccc(OC)c(OC)c1
  · | · | · | -14% | ? | -10 | ·
> CNC(=O)[C@@H](C1CC1)N1CCC[C@H]1C(=O)N1CCCCC1
  -23%[88.5 µM] | -11%[172 µM] | -15%[174 µM] | 4%[87.6 µM] | -22%[87.6 µM] | -2 | -6%[172 µM]

Screening data (PubChem)
